# Yfh1-off respiration: mitochondrial function rescue without frataxin homolog – Friedreich's ataxia, plus single-dose screen, dose response (AID 1465). S. cerevisiae Yfh1-off respiration, WST-1 reduction, 72 h; higher fold induction means a stronger effect. fold induction at 50 µM; hits with a dose series show EC50 in µM. 0.074% of 220,000 active;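 active means fold induction of absorbance versus untreated yeast above a set limit, then at least 30% activation at any dose in follow-up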;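 further: activators that raise dye reduction in frataxin-depleted yeast; strong numbers were not always called active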
# M17LAP inhibition: P. falciparum M17LAP inhibitors, primary screen, biochemical, fluorogenic H-Leu-NHMec substrate, 1536-well (AID 1619); recombinant M17LAP, H-Leu-NHMec fluorogenic kinetic assay; higher % means a stronger effect; inhibition, % at 30 µM, or IC50 in µM where a hit was titrated; 0.38% of 220,000 active;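 active means compound inhibiting the enzyme by more than half at any dose during confirmatory dose-response retesting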;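 further: plate controls were full reaction with DMSO carrier for no effect and no enzyme background for full effect; strong numbers were not always called active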
# Autophagy HCS: modulators of autophagy | calls only at 10 µM (by protocol) | AID 463193 | 0.98% of 190,000 active | MEF GFP-LC3 puncta imaging; test concentration mostly 10 µM;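 active means percentage of spot-positive cells more than 3 SD above its plate mean, without a fluorescence outlier flag or 80% toxicity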;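 further: spot-positive cell cutoff set from DMSO-treated cells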
# T cell HTS: T cell immune modulators affecting CD8 T cell-vesicle binding. 2C CD8+ T cell-vesicle binding, flow cytometry; active compounds read low. calls only at 7 µM. 0.068% of 330,000 active;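 active means response, share of CD8 T cells binding vesicles, and their 90th percentile fluorescence all below set limits, cut at about 80% in these data, passing the limit was not always enough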
#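 Assay system: 2C TCR transgenic mouse naive CD8+ T cells, MACS-purified | Read-out: CD8+ gate FL2 mean fluorescence as % of same-row positive control | Signal: High-throughput flow cytometry with anti-B7-1 and anti-CD8 staining | Timing: Binding step 1.5 h, 37 °C, antibody labelling 20 min, ice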
# M1AAP inhibition: P. falciparum M1AAP inhibitors, biochemical, fluorogenic H-Leu-NHMec substrate, 1536-well (AID 1445); 0.42% of 220,000 active; recombinant M1AAP, H-Leu-NHMec fluorogenic kinetic assay; higher % means a stronger effect; one-dose inhibition, % at 30 µM; IC50 in µM for titrated hits;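 active means primary inhibition above the hit cutoff, then over 50% inhibition at one or more dose response concentrations, cut at about 23% in these data, passing the limit was not always enough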;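 further: plate controls were DMSO full reaction for no effect and no enzyme background for full effect; strong numbers were not always called active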
# Dynein transport: dynein cargo transport inhibition; z-score, hits read low; 0.47% of 220,000 active; 3617.4 mouse cells, GR-EGFP nuclear translocation imaging; test concentration mostly 20 µM; stimulated with dexamethasone, 1 µM; active compounds read low; AID 1381;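 active means plate z-score of nuclear minus cytoplasmic receptor signal below a set negative limit, without overly bright fluorescence or cell loss, cut at about -3.5 in these data, passing the limit was not always enough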;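 further: z-score of nuclear minus cytoplasmic ring GR-EGFP intensity difference per well; some compounds called inactive have numbers as strong as hits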
#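 Medium: Induction medium lacking tetracycline, stripped serum | Probe or stimulus: 1.0 µM final dexamethasone stimulus | Schedule: 48 h induction, then 1 h compound, then 30 min agonist, 37 °C | Signal: Automated 10x imaging of fixed Hoechst-stained cells | Evaluation: Per-cell GR-EGFP intensity, nucleus versus surrounding cytoplasmic ring, well-averaged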
# MT stabilizer: microtubule stabilization, imaging screen | % tubulin-high responders, % at 10 µM | HeLa tubulin immunostaining HCS, 24 h; share of cells brighter than vehicle mean+2SD | 0.83% of 200,000 active | AID 2205;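 active means plate Z-score above 3 for both tubulin-high and condensed-nucleus cell shares, with cell loss under 80%, at 10 µM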;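 further: anti alpha tubulin signal scored within the nucleus-defined area of each cell; some results filed as inactive read as strong as hits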
# WT yeast gro inh: growth inhibition of WT yeast, mitochondrial fusion screen; 2.1% of 190,000 active; mitochondrial fusion phenotypic screen, WT strain; inhibition, % at 10 µM; AID 1362; in the data active means inhibition above about 58%; tested in S. cerevisiae
# bCat nuc transl: modulators of beta-catenin nuclear translocation. HeLa beta-catenin nuclear translocation, immunofluorescence imaging. nuclear translocation activity, % at 5 µM. 0.3% of 190,000 active;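 active means nuclear translocation activity above 50% at 5 µM, with a well cell count of 50 or more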;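 further: per-cell ratio of nuclear to cytoplasmic median beta-catenin stain intensity; plate controls were DMSO negative control for no effect and GSK-3 inhibitor IX positive control for full effect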
#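 Signal – beta-catenin immunofluorescence imaging with DAPI · Test system – human HeLa cell line · Dosing – 5 µM primary single dose, 0.1% DMSO, 0.02–20 µM confirmation series · Measure – % activation, nuclear-to-cytoplasmic median beta-catenin signal ratio per cell · Incubation – 24 h compound exposure at 37°C, 5% CO2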
# WT yeast gro inh mutant strain: second read-out of WT yeast gro inh, no call of its own (marks repeat the call); inhibition, %; mitochondrial fusion phenotypic screen, mutant strain inhibition
# Dynein transport cytoplasmic EGFP: recorded beside Dynein transport, whose call it bears; z-score; measured here: cytoplasmic GR-EGFP intensity; active compounds read high
# Dynein transport nuclear GR-EGFP: recorded beside Dynein transport, whose call it bears; z-score; measured here: nuclear GR-EGFP intensity;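 lower value marks the stronger effect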
# Dynein transport cell count: second read-out of Dynein transport, no call of its own (marks repeat the call); z-score; measured here: cell count per field
# bCat nuc transl cell count 5 µM: second read-out of bCat nuc transl, no call of its own (marks repeat the call); cell count; measured here: cell count, cytotoxicity flag
# T cell HTS vesicle-bound %: second read-out of T cell HTS, no call of its own (marks repeat the call); double positive events, %; measured here: CD8+ vesicle-bound cell fraction;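 binding gate set so that unloaded-vesicle control wells show 10% double positive cells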
# MT stabilizer Hoechst-high %: second read-out of MT stabilizer, no call of its own (marks repeat the call); % Hoechst-high responders; measured here: nuclear condensation Hoechst responders;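 share of cells brighter than vehicle mean plus two SD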
# MT stabilizer cytotoxicity %: recorded beside MT stabilizer, whose call it bears; toxicity, %; measured here: cytotoxicity by cell density;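 0% = mean cell density of plate MIN control wells and 100% = no cells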
# Autophagy HCS cell loss 18 h: further read-out of Autophagy HCS, marked with its call; toxicity, %; measured here: cell loss, nuclei count;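 cell loss after 18 h compound exposure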
# The depositor's hits bear a star; i = inactive; nt = no result given. No enrichment for hits. Share with any hit: about 4.4%.
SMILES,Yfh1-off respiration,M17LAP inhibition,Autophagy HCS,Autophagy HCS cell loss 18 h,T cell HTS,T cell HTS vesicle-bound %,M1AAP inhibition,Dynein transport,Dynein transport cytoplasmic EGFP,Dynein transport nuclear GR-EGFP,Dynein transport cell count,MT stabilizer,MT stabilizer Hoechst-high %,MT stabilizer cytotoxicity %,WT yeast gro inh,WT yeast gro inh mutant strain,bCat nuc transl,bCat nuc transl cell count 5 µM
Cc1ccc(Cn2ncc3c(N4CCN(Cc5ccc(Cl)cc5)CC4)ncnc32)cc1,nt,1.6%,i,-0.6,i,24.3,-8.7%,-0.219,0.0345,-0.684,-1.47,5.3,2.9,5.2,63.5*,42.4*,-2.1,991
CCOC(=O)c1nnsc1Nc1ccc(C)c(C)c1,i,-10.3%,i,2.7,i,45.0,1.8%,1.62,-0.046,1.04,-1.73,2.7,2.5,2.1,7.6,-10.2,-1.4,1110
Cc1cc(C)c(C(=O)c2ccc(C(=O)N(C(C)C)C(C)C)cc2)c(C)c1,i,2.1%,i,2.0,i,2.9,0.2%,-0.725,-0.227,-0.491,1.02,2.0,2.3,4.5,10.7,21.4,nt,nt
COc1ccc(C(CC(=O)c2ccc(C)cc2)C(C#N)C#N)cc1OC (stereo unspecified),i,3.9%,i,-10.1,i,25.0,0.6%,-1.61,0.399,-1.07,-0.0406,7.2,10.7,17.2,-37.6,-31.7,9.2,1001
CC(C)(C)SCCNC(=O)CSc1ccccc1,i,nt,i,5.0,i,18.8,nt,2.91,0.217,2.07,-1.81,6.7,2.5,5.4,-2.4,1.4,nt,nt
COc1ccc(-c2nc3ccccn3c2CN2CCN(c3ccccc3F)CC2)cc1,i,-5.7%,i,-32.9,i,19.7,-1.1%,-0.917,0.577,-0.281,0.392,2.7,1.1,7.9,81.6*,60.7*,-3.5,1114
N#Cc1ccsc1NC(=O)c1cnccn1,i,7.5%,i,-8.3,i,5.5,6.5%,-0.397,-0.0522,-0.0387,0.21,1.6,2.9,7.4,1.4,1.7,nt,nt
COCCCNC(=O)/C(=C\c1cccn1C)NC(=O)c1cccs1,i,14.8%,i,7.5,i,49.8,2.9%,-0.126,-0.206,0.285,-0.469,2.0,1.4,5.0,6.2,8.8,-0.6,1055
CC1=C(C(=O)Nc2ccccc2F)C(c2cccs2)C2=C(CCCC2=O)N1 (stereo unspecified),i,-9.5%,i,-7.7,i,46.3,12.1%,0.117,-0.389,-0.462,1.18,2.7,1.1,6.5,-13.1,-10.7,-0.5,1520
Cc1cccc(C)c1NC(=O)CSc1nnc(-c2ccoc2C)n1C,i,3.8%,i,-1.9,i,41.9,-2.7%,-1.42,-0.364,-0.472,0.796,5.6,3.9,4.8,1.9,-7.9,-0.5,906
COCCNCCOCCOc1cccc(OC)c1,i,2.1%,i,21.9,i,35.0,1.2%,1.81,0.134,1.39,-0.708,4.4,1.4,2.6,15.5,8.9,-1.3,907
CC(=O)Nc1cccc(-c2cc(-c3c(Cl)cccc3Cl)no2)c1,i,1.4%,nt,nt,i,54.0,3.5%,0.229,-0.189,0.508,0.596,nt,nt,nt,nt,nt,0.3,1357
Cc1ccccc1OCCSc1nc2ncnc(N)c2[nH]1,i,-9.8%,i,-19.4,i,47.4,4.9%,-0.346,0.174,0.086,-0.807,3.7,1.4,6.8,-7.4,-12.8,0.9,1444
CCOC(=O)c1ccc(NC(=O)N2CCN(c3ccccn3)CC2)cc1,i,5.7%,i,7.7,i,14.2,4.4%,-0.175,-0.229,0.013,0.254,3.7,1.7,3.3,11.9,-4.2,-2.1,1199
N#C/C(=C\c1ccncc1)C(N)=O,i,1.1%,i,-21.5,i,51.6,-1.5%,2.16,-0.2,1.82,-0.536,3.4,1.5,0.4,-0.6,-6.7,-6.0,1110
CCOC(=O)/C=C(\C)N1N=C(c2ccccc2)CC1c1ccccc1 (stereo unspecified),i,8.2%,i,5.4,i,28.7,6.6%,-0.754,-0.207,-0.393,0.00263,1.9,1.6,13.3,12.1,10.3,0.6,1038
CCSc1nnc(NC(=O)CCc2ccccc2)s1,i,4.7%,i,-9.0,i,17.4,-1.1%,1.1,-0.388,0.441,-0.775,3.8,1.9,3.8,-0.5,-5.3,2.4,1157
COc1ccc(/C=N/n2cnn(Cc3ccccc3Cl)c2=S)cc1OC,i,-2.8%,i,2.6,i,36.6,13.1%,-0.431,-0.127,-0.18,1.26,14.1,2.7,0.0,32.0,34.9,-1.9,1036
C/C(=N\NC(=O)CCc1ccccc1)C1C(=O)c2ccccc2C1=O,i,13.8%,i,8.0,i,37.6,0.6%,-0.647,-0.187,0.0256,0.669,1.6,1.3,6.1,-12.8,-20.2,0.3,1614
Cc1ccc(-n2c(Cc3cccn3C)nnc2SCC(=O)Nc2cc(C)on2)cc1,i,14.3%,i,0.7,i,0.8,9.7%,-0.225,-0.0759,0.152,0.192,10.5,3.1,6.0,-14.1,-52.6,-1.8,1397

# The list goes on, starting with the last 6 of the part before.
SMILES,Yfh1-off respiration,M17LAP inhibition,Autophagy HCS,Autophagy HCS cell loss 18 h,T cell HTS,T cell HTS vesicle-bound %,M1AAP inhibition,Dynein transport,Dynein transport cytoplasmic EGFP,Dynein transport nuclear GR-EGFP,Dynein transport cell count,MT stabilizer,MT stabilizer Hoechst-high %,MT stabilizer cytotoxicity %,WT yeast gro inh,WT yeast gro inh mutant strain,bCat nuc transl,bCat nuc transl cell count 5 µM
N#C/C(=C\c1ccncc1)C(N)=O,i,1.1%,i,-21.5,i,51.6,-1.5%,2.16,-0.2,1.82,-0.536,3.4,1.5,0.4,-0.6,-6.7,-6.0,1110
CCOC(=O)/C=C(\C)N1N=C(c2ccccc2)CC1c1ccccc1 (stereo unspecified),i,8.2%,i,5.4,i,28.7,6.6%,-0.754,-0.207,-0.393,0.00263,1.9,1.6,13.3,12.1,10.3,0.6,1038
CCSc1nnc(NC(=O)CCc2ccccc2)s1,i,4.7%,i,-9.0,i,17.4,-1.1%,1.1,-0.388,0.441,-0.775,3.8,1.9,3.8,-0.5,-5.3,2.4,1157
COc1ccc(/C=N/n2cnn(Cc3ccccc3Cl)c2=S)cc1OC,i,-2.8%,i,2.6,i,36.6,13.1%,-0.431,-0.127,-0.18,1.26,14.1,2.7,0.0,32.0,34.9,-1.9,1036
C/C(=N\NC(=O)CCc1ccccc1)C1C(=O)c2ccccc2C1=O,i,13.8%,i,8.0,i,37.6,0.6%,-0.647,-0.187,0.0256,0.669,1.6,1.3,6.1,-12.8,-20.2,0.3,1614
Cc1ccc(-n2c(Cc3cccn3C)nnc2SCC(=O)Nc2cc(C)on2)cc1,i,14.3%,i,0.7,i,0.8,9.7%,-0.225,-0.0759,0.152,0.192,10.5,3.1,6.0,-14.1,-52.6,-1.8,1397
O=C(OCC1OC2OC3(CCCCC3)OC2C2OC3(CCCCC3)OC12)c1ccccc1 (stereo unspecified),i,-4.0%,i,-5.5,i,45.4,-3.4%,-0.986,-0.279,-0.773,0.248,1.5,1.9,1.6,73.7*,44.0*,-1.1,964
O=C(Nc1cc(C(F)(F)F)ccc1-n1cncn1)c1ccc(Br)cc1,i,-3.1%,i,5.9,i,30.9,6.4%,-0.36,-0.134,0.572,0.0391,1.8,1.0,4.6,6.5,0.8,-0.1,1339
C=CCn1c(SCC(=O)c2ccc(O)c(O)c2)nnc1-c1ccccc1OC,i,22.8µM*,i,8.2,i,42.9,13.1%,-0.658,-0.199,-0.327,1.27,2.3,2.5,1.8,-5.0,-11.0,-2.8,1162
O=C(COc1c(F)c(F)cc(F)c1F)NC(=O)NC1CCCC1,i,8.0%,i,-0.5,i,16.7,11.6%,-0.245,-0.163,0.118,0.128,2.0,1.5,6.9,7.6,9.2,-1.3,926
COC(=O)C(=C/C(C)=C/c1cccs1)C(=O)OC,i,7.8%,i,-12.4,i,38.9,13.8%,-4.03*,0.953*,-2.23*,0.0684*,4.1,3.0,2.0,11.3,-0.9,4.6,979
Cc1ccc2c(CC(=O)N3CCc4ccccc43)coc2c1,i,6.1%,nt,nt,i,33.6,-0.9%,-0.499,-0.213,0.0496,0.0246,2.1,1.7,9.3,-2.2,14.7,-2.9,1023
Clc1ccc(-c2nc(-c3cnccn3)no2)cc1,i,-1.9%,nt,nt,i,57.6,3.7%,-0.0392,-0.158,0.408,-1.91,nt,nt,nt,nt,nt,-1.1,1259
COc1ccc(-c2nnc(SCC(=O)Nc3cc(F)ccc3C)o2)cc1,i,-6.8%,i,0.7,i,32.2,-0.4%,1.61,0.0656,1.25,-1.27,1.8,2.8,9.8,8.7,1.3,nt,nt
